# EPAC1 antag: antagonists of human EPAC1 | EPAC1 GEF assay, Rap1b-BODIPY-GDP exchange fluorescence | Potency, µM (titrated, usually from 115 µM), for inactives: top-dose activity change, negative = inhibition, actives largely listed as inhibitors | actives 0.14% (n = 360,000) | AID 720709;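 also: potency is read from the fitted curve at half-maximal effect; plate controls were vehicle for no effect and positive control for full effect; nearly all actives have a fitted effect of over 50% in size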
# aSyn yeast inh: rescues yeast growth from alpha-synuclein toxicity | actives 0.14% (n = 370,000) | Potency, µM (top dose mostly 46.1 µM), inactives show top-dose growth rescue (activation), usual class: activators | Yeast expressing alpha-synuclein, growth rescue, BacTiter-Glo, 24 h; also: potency is read from the fitted curve at half-maximal effect; % of control where 0% means no effect; nearly all actives have a fitted effect of over 65% in size
#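 Readout is rescue of growth in alpha-synuclein-expressing yeast, so inhibitors of toxicity appear as activators. Growth after 24 hr at 30 deg C in galactose medium is quantified by luminescence.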
# FUS yeast rescue: rescues growth of FUS-expressing yeast | S. cerevisiae FUS-expressing, growth rescue, OD600, 24 h | Potency, µM (titrated, usually from 76.6 µM), for inactives: at the highest dose growth rescue (activation), usual class: activators | actives 0.24% (n = 390,000) | AID 1347120;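 also: potency is read from the fitted curve at half-maximal effect; plate controls were DMSO vehicle for no effect and reference control for full effect; nearly all actives have a fitted effect of over 55% in size; some results filed as inactive show a strong effect at the top dose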
#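 Read-out: OD at 600 nm after 24hr at 30C, reporting rescue of FUS-induced yeast toxicity. Cells at OD 0.005 in galactose (2%) minimal medium; compounds tested in a dilution series; CP55940 titration from 92uM final as control.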
# Abeta yeast res: restores growth of yeast expressing A-beta42 peptide | yeast expressing A-beta42, growth rescue, OD600, 48 h; response scale: 0% DMSO, 100% iron-clioquinol control | Potency, µM (top dose mostly 46.1 µM), for the others: at the top dose growth rescue, actives largely listed as activators | actives 0.063% (n = 410,000); also: potency is read from the fitted curve at half-maximal effect; nearly all actives have a fitted effect of over 55% in size
#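 Yeast growth medium received pinned compounds, then yeast cells expressing toxic A-beta were added; plates incubated at 30 C for 48 hr. Growth read as absorbance at 600 nm, normalized to DMSO and equimolar FeCl3 plus clioquinol controls.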
# EPAC1 ag: agonists of human EPAC1; O95398; EPAC1 agonist qHTS, biochemical assay; response scale: 100% = response to 6.5 mM cAMP; Potency, µM (top dose mostly 154 µM), for the others: at the highest dose activation, most hits filed as activators; actives 0.073% (n = 360,000); AID 720707; also: potency is read from the fitted curve at half-maximal effect; nearly all actives have a fitted effect of over 60% in size
#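 Read-out is the fluorescence drop as BODIPY-GDP leaves Rap1B (480 nm excitation, 540 nm emission), recorded every 5 minutes over 30 minutes. Reactions held 100 nM EPAC1, 250 nM Rap1B–BODIPY-GDP and 50 uM GDP, with 6.5 mM cAMP setting full activation.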
# IL-2 act: activators of IL-2. IL-2 activation reporter assay, cell-based qHTS; stimulated with anti-CD3/CD4/CD28 beads; in transgenic mouse T cells. activation, % (series mostly up to about 46 µM). actives 0.065% (n = 360,000); in the data active = activation above about 50%; inconclusive = mostly about 30% to 49%; also: 0% is about no effect
#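 Unstimulated transgenic mouse T cells preincubated 60 min with compound, then stimulated with anti-CD3/anti-CD4-coated beads plus anti-CD28 for 18 h at 37 degrees C. IL-2 response read as EGFP and DsRed fluorescence by plate cytometry.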
# PI5P4Ka inh: PI5P4K alpha (human) kinase inhibition; P48426; PI5P4Kalpha enzyme, ADP-Glo luminescence, 60 min; active compounds read low; max response, %; actives 1.2% (n = 330,000); AID 652105; active = max response of -50% or lower; inconclusive = between -30% and -50%; inactive = -30% or higher; also: value at the top dose of about 77 µM; % is scaled to controls: 0 for no effect and ±100 for the full control effect
#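 ADP-Glo luminescence end-point read after a 60 min room-temperature kinase reaction of PI5P4Kalpha plus substrate, initiated with ATP at 5 microM final. Buffer: 0.038 M HEPES pH 7.4, EGTA, 0.1% CHAPS, 5% DMSO.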
# WRN inhibitor: blocks human WRN helicase | Q14191 | WRN helicase unwinding, fluorescent forked duplex, kinetic | Potency, µM (series often up to 114 µM), for inactives: at the top dose activity change, negative = inhibition, most hits filed as inhibitors | actives 0.46% (n = 360,000) | AID 651768; also: potency is read from the fitted curve at half-maximal effect; % is scaled to controls: 0 for no effect and ±100 for the full control effect; nearly all actives have a fitted effect of over 55% in size
# Target sequence (Q14191 whole entry, looked up): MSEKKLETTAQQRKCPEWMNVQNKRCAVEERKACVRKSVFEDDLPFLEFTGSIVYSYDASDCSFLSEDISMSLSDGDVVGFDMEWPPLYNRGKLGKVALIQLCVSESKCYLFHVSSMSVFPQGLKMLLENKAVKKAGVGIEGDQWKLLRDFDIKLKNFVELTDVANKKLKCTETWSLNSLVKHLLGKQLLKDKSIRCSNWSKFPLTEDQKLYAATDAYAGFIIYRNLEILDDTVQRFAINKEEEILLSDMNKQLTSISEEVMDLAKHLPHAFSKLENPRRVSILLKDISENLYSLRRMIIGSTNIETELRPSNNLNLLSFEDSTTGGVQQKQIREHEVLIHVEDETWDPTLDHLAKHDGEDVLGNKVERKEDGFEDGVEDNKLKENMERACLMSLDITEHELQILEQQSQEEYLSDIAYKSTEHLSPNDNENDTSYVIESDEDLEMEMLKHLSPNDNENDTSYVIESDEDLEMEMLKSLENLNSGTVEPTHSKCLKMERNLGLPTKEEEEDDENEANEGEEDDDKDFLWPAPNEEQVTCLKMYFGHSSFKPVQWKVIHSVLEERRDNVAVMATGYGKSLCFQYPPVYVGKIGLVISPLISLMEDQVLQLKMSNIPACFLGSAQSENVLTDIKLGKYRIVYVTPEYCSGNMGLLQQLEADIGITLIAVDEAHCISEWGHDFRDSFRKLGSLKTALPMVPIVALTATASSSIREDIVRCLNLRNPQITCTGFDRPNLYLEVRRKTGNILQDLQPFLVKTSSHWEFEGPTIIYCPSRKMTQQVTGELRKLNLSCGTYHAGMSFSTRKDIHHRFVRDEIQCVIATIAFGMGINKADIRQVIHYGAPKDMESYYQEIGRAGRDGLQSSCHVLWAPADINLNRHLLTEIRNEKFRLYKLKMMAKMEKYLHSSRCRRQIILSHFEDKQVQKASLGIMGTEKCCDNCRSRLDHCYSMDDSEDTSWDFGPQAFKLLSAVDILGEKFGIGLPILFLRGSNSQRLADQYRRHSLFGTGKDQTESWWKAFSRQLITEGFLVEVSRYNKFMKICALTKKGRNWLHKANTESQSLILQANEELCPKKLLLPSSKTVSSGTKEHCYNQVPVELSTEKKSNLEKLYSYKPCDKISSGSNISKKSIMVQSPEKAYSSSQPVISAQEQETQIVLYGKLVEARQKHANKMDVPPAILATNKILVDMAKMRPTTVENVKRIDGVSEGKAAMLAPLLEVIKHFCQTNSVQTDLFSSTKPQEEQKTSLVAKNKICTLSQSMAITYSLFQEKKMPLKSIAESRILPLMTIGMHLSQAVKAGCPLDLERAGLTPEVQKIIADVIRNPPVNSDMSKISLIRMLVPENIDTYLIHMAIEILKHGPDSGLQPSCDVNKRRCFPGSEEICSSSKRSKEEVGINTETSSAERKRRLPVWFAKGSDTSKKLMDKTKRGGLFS
#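 Kinetic fluorescence helicase assay: unwinding of a quenched forked DNA duplex (100 nM final) with 2 mM ATP final raises red fluorescence (525/598 nm). Compounds sat 15 min at room temperature with 20 nM WRN beforehand.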
# PLK1 PBD inh: blocks phosphopeptide binding to human PLK1 polo-box domain | Plk1 PBD binding of FITC phosphopeptide, fluorescence polarization | P53350 | AID 720504 | Potency, µM, for the others: max response, negative = inhibition, actives largely listed as inhibitors | actives 2.8% (n = 360,000); also: potency is read from the fitted curve at half-maximal effect; series mostly up to about 57 µM; % is scaled to controls: 0 for no effect and ±100 for the full control effect; nearly all actives have a fitted effect of over 65% in size
# Starred values were filed as active, the others as inactive; ? = inconclusive; · = no result given; & = joins results of further samples; [ ] = another dose, or the depositor's remark. Unless noted, calls follow the shape of the dose curve; as a rule, active = well fitted curve in the direction sought with a large enough effect; inconclusive = small, poorly fitted or top-dose-only effect, or another doubt; inactive = no such curve, though single readings can be large; an effect the other way counts as inactive or inconclusive.
compound	EPAC1 antag	aSyn yeast inh	FUS yeast rescue	Abeta yeast res	EPAC1 ag	IL-2 act	PI5P4Ka inh	WRN inhibitor	PLK1 PBD inh
CN(C1CCCCC1)S(=O)(=O)c1ccc(NC(=O)Cn2nc(-c3ccc(F)cc3)ccc2=O)cc1	-13%	-9%	·	0%	-6%	-0.5	4	-4%	-7%
C=CCn1c(SCC(=O)NCCc2ccccc2)nc2c([nH]c3ccccc32)c1=O	13%	-6%	-11%	-8%	7%	-0.3	-7	1%	-1%
COC(=O)c1ccccc1NC(=O)CSc1ccc(C)cc1	-7%	-2%	21%	-1%	2%	6.9	1	3%	-7%
O=C1CCC(C(=O)N2CCC(CO)(Cc3ccc(Cl)cc3)CC2)=NN1	6%	3%	5%	3%	-7%	0.8	-1	4%	-3%
O=C(Nc1ccc(S(=O)(=O)Nc2ncccn2)cc1)c1ccc(N2CCCC2=O)cc1	-4%	8%	5%	-13%	8%	-3.0	-14	-31%[57.1 µM]	-7%
CN1CCN(C(=O)c2ccc(CS(=O)(=O)c3c(Cl)cccc3Cl)o2)CC1	6%	3%	-4%	1%	-16%	1.5	0	-2%	-4%
NC(=O)NC(Cc1ccccc1)C(=O)NCC1(N2CCCCC2)CCCCC1 (stereo not drawn)	4%	-6%	-2%	-8%	-1%	-0.3	11	3%	-8%
C[C@@H]1CCCCO[C@H](CN(C)Cc2ccccc2)[C@@H](C)CN([C@H](C)CO)C(=O)c2cc(NS(=O)(=O)c3ccc(Cl)cc3)ccc2O1	-5%	2%	25%	8%	-3%	-2.7	1	0%	-8%
CN1CCN(C(=S)Nc2ccccc2Cl)CC1	4%	0%	-17%	7%	0%	0.3	1	-33%[57.1 µM]	-7%
COc1ccc(OC)c(/C=N/Nc2nncn2/N=C/c2cc(OC)ccc2OC)c1	-3%	1%	·	-8%	-11%	-2.4	-6	-25%	-8%
Cc1ccc(N=C2C(=O)Nc3ccc(C)c(Br)c32)cc1	-15%	1%	-27%	11%	10%	0.3	0	-5%	-13%
CCc1ccccc1NC(=S)N(CCCN1CCN(C)CC1)Cc1cccs1	-26%	4%	5%	-6%	-12%	-2.1	4	-5%	4%
CCS(=O)(=O)c1ccc2c(c1)N(S(=O)(=O)c1ccc(OC)cc1)CC(C(=O)O)O2 (stereo not drawn)	-2%	-1%	-2%	11%	-11%	2.1	-1	1%	-5%
Cc1cc(C(=O)NNC(=O)[C@H](C)NC(=O)c2ccc(Br)cc2)c(C)o1	2%	-4%	2%	-7%	6%	1.0	-2	-3%	-16%
Cc1cc(NC(=O)CCC(=O)N(c2ccccc2)C(C(=O)NC2CCCC2)c2ccc(F)cc2)no1 (stereo not drawn)	-10%	0%	-13%	4%	-2%	-0.5	3	3%	-5%
CN(C)c1ccc(C(=O)C(O)c2ccc(C(C)(C)C)cc2)cc1 (stereo not drawn)	4%	0%	5%	5%	4%	-0.9	·	-8%	1%
Cc1cc(SCC(=O)O)nc2ccccc12	9%&-11%	5%&-5%	-8%&0%	17%&-2%	9%&2%	2.9&-3.1	4&-9	-2%&-1%	-5%&-12%
COc1cc(NC(=O)c2cc(-c3cc(F)ccc3OC(C)C)n[nH]2)cc(OC)c1OC	-12%	6%	9%	-9%	2%	-0.5	-2	-11%	-4%
CCc1nnc(NC(=O)CSc2nnc(CCc3nc4ccccc4[nH]3)n2C)s1	7%	0%	11%	-9%	-2%	-0.7	5	4%	-4%
C=C[C@@H]1c2cccc(C)c2N(S(=O)(=O)c2ccc(C)cc2)[C@H](c2ccc(OC(C)=O)cc2)C1(C#N)C#N	3%	10%	?	25%	5%	-0.2	0	0%	-3%
Cc1oncc1-c1csc(-c2ccccc2Cl)n1	-5%	1%	26%	7%	4%	0.1	25	-4%	-2%
O=C(NCc1ccccn1)c1ccc(Cl)c(S(=O)(=O)Nc2ccccc2C(=O)NCc2ccccn2)c1	21%	-2%	12%	-2%	-3%	-1.0	2	?	-11%
O=C1CCCc2nc(N3CCN(Cc4ccccc4)CC3)ncc21	6%	1%	26%	-8%	1%	-2.3	·	8%	-7%
Cc1cc(C(=O)NCc2ccccc2)c(=O)[nH]c1C	7%	·	-3%	-3%	-6%	3.9	5	5%	-5%
Cc1nnc(SCC(=O)NCc2cccs2)n1-c1ccccc1	-1%	-1%	3%	20%	-6%	1.3	-2	8%	-1%
Cc1noc(C)c1COc1ccccc1C(=O)N(C)CC(=O)Nc1ccc(Cl)c(Cl)c1	-11%	4%	38%	5%	5%	-4.7	5	-8%	0%
O=C(COc1ccc(Cl)cc1Cl)NC(=S)N1CCCc2ccccc21	-2%	-39%[inhibitor]	-41%	?	8%	-2.6	·	-13%	27µM*
Cc1cc(SCC(=O)NCCCN2CCCC2=O)nc2ccccc12	9%	-6%	-5%	-2%	-1%	1.5	-4	9%	2%
Cc1ccc(CCNC(=O)C2CCC(CNc3c(N4CCC(C)CC4)c(=O)c3=O)CC2)cc1 (stereo not drawn)	0%	3%	?	18%	9%	-1.4	-2	1%	-7%
CCN(CC)c1ccc(/C=C2\NC(=O)NC2=O)cc1	2%	1%	15%	-4%	10%	1.3	3	6%	-3%
CC1(NC(=O)Cc2csc(-c3ccc(Cl)cc3)n2)CCS(=O)(=O)C1 (stereo not drawn)	-7%	2%	-9%	2%	8%	-0.2	-3	-6%	-10%
O=C(COC(=O)c1ccccc1[N+](=O)[O-])NNC(=O)c1cccs1	2%	3%	·	11%	-3%	-1.9	-7	-6%	-2%
O=C(Cn1cnc2c(nnn2-c2ccccc2)c1=O)NCc1ccc(F)cc1	-24%	-3%	-16%	-3%	-2%	-2.2	-2	-19%	-18%
O=C(NC1CCCCCCC1)c1ccccc1O	-9%	-26%	5%	-48%[inhibitor]	3%	-1.0	-3	-5%	21µM*
CN(C)S(=O)(=O)c1ccc(NC(=O)c2cc(F)c(F)cc2Cl)cc1	2%	-8%	·	-12%	0%	-3.3	-5	-32%	-9%
CCCc1cc(=O)[nH]c(SCC(=O)Nc2ccc(C)cc2)n1	4%	-4%	-76%[inhibitor]	2%	-5%	-0.1	-8	6%	1%
Cc1cccc(-c2ccc3[nH]c4c(c3c2)CCN2C[C@H]3[C@H](C)ON(C)[C@H]3C[C@@H]42)c1	-13%	0%	22%	-26%	-4%	-3.2	12	-4%	-9%

# Some values from the list.
# Entry for Cc1oncc1-c1csc(-c2ccccc2Cl)n1 under aSyn yeast inh: 1%
# Entry for O=C(Cn1cnc2c(nnn2-c2ccccc2)c1=O)NCc1ccc(F)cc1 under PLK1 PBD inh: -18%
# Entry for Cc1cccc(-c2ccc3[nH]c4c(c3c2)CCN2C[C@H]3[C@H](C)ON(C)[C@H]3C[C@@H]42)c1 under PI5P4Ka inh: 12

# Arranged by molar mass (high to low): 3 of the compounds above
compound	EPAC1 antag	aSyn yeast inh	FUS yeast rescue	Abeta yeast res	EPAC1 ag	IL-2 act	PI5P4Ka inh	WRN inhibitor	PLK1 PBD inh
O=C(NCc1ccccn1)c1ccc(Cl)c(S(=O)(=O)Nc2ccccc2C(=O)NCc2ccccn2)c1	21%	-2%	12%	-2%	-3%	-1.0	2	?	-11%
CC1(NC(=O)Cc2csc(-c3ccc(Cl)cc3)n2)CCS(=O)(=O)C1 (stereo not drawn)	-7%	2%	-9%	2%	8%	-0.2	-3	-6%	-10%
O=C(NC1CCCCCCC1)c1ccccc1O	-9%	-26%	5%	-48%[inhibitor]	3%	-1.0	-3	-5%	21µM*

# Some of the entries so far, with values under each structure:
# Values run as follows: EPAC1 antag, aSyn yeast inh, FUS yeast rescue, Abeta yeast res, EPAC1 ag, IL-2 act, PI5P4Ka inh, WRN inhibitor, PLK1 PBD inh
- Cc1noc(C)c1COc1ccccc1C(=O)N(C)CC(=O)Nc1ccc(Cl)c(Cl)c1
→ -11%, 4%, 38%, 5%, 5%, -4.7, 5, -8%, 0%
- O=C(NCc1ccccn1)c1ccc(Cl)c(S(=O)(=O)Nc2ccccc2C(=O)NCc2ccccn2)c1
→ 21%, -2%, 12%, -2%, -3%, -1.0, 2, ?, -11%
- CC1(NC(=O)Cc2csc(-c3ccc(Cl)cc3)n2)CCS(=O)(=O)C1 (stereo not drawn)
→ -7%, 2%, -9%, 2%, 8%, -0.2, -3, -6%, -10%
- Cc1cc(SCC(=O)NCCCN2CCCC2=O)nc2ccccc12
→ 9%, -6%, -5%, -2%, -1%, 1.5, -4, 9%, 2%
- Cc1cccc(-c2ccc3[nH]c4c(c3c2)CCN2C[C@H]3[C@H](C)ON(C)[C@H]3C[C@@H]42)c1
→ -13%, 0%, 22%, -26%, -4%, -3.2, 12, -4%, -9%
